Screens: PubChem BioAssay, several laboratories
Runt-SMMHC FRET: inhibitors of RUNX1 Runt–CBFb-SMMHC binding, primary screen, biochemical, FRET, Cerulean-Runt, Venus-CBFb-SMMHC, uHTS | Runt-related transcription factor 1 (Homo sapiens) + Core-binding factor subunit beta … | Cerulean-Runt/Venus-CBFb-SMMHC FRET ratio 530/480, 1 h | inhibition, % at 20 µM | actives 0.74% (n = 220,000) | AID 1434, 2008;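 active means mean inhibition across duplicate retests at 20 µM reaching about 50%, limit read from the data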;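 further: 0% = DMSO wells and 100% = wells with excess untagged CBFb-SMMHC; inhibitors lower the FRET ratio by blocking Runt binding to CBFb-SMMHC; some results filed as inactive read as strong as hits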
Target sequence (Q01196 whole entry, looked up): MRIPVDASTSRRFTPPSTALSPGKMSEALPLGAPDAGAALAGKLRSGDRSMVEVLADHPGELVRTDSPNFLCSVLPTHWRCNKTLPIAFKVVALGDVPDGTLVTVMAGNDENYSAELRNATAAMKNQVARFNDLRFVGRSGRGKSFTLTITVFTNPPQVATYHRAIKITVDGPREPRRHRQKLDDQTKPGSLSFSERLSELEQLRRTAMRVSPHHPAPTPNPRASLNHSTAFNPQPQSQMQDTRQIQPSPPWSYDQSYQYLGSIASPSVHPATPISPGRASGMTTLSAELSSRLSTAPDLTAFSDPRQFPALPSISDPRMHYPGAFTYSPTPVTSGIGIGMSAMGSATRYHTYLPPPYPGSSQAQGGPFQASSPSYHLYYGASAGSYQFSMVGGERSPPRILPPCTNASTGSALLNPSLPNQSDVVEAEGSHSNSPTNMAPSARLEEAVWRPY
Target sequence (Q13951 whole entry, looked up): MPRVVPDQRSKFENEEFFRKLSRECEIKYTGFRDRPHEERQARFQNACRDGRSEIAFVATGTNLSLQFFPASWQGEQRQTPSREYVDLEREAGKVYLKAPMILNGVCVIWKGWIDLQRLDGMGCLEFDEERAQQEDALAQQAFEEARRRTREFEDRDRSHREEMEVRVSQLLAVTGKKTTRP
CHOP inhibitor: inhibitors of CHOP promoter induction, primary screen, cell-based, unfolded protein response, luciferase reporter; CHO-K1 CHOP-promoter luciferase, tunicamycin-induced, 15-18 h; AID 2732, 2010; actives 3.8% (n = 220,000); inhibition, % at 10 µM;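 active means compounds that reduced the stress-induced luciferase reporter signal by more than about 70% of percent inhibition, limit read from the data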;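 further: 0% = tunicamycin plus vehicle and 100% = wells without tunicamycin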
NCF1 inh: p47phox/p22phox peptide binding inhibitors, primary screen, biochemical, uHTS, NADPH oxidase regulatory subunit | Neutrophil cytosol factor 1 (Homo sapiens), P14598 | fluorescence polarization, 2 h | inhibition, % at 24.7 µM | actives 0.53% (n = 220,000);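 active means inhibition above about 30%, limit read from the data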;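 further: 0% = p47phox with labelled peptide and 100% = labelled peptide alone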
Mdm2 ligase inh: MDM2-luciferase reporter signal enhancers, primary screen, MDM2 E3 ligase inhibitor project, cell-based, luminescence, 1536-well | E3 ubiquitin-protein ligase Mdm2 (Homo sapiens), Q00987 | cell-based MDM2 ubiquitination luciferase reporter, 2 h; 0 = plate control, 100 = twice control, blank-subtracted | signal enhancement, % at 5 µM | actives 0.11% (n = 210,000);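 active means signal enhancement of 30% or more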;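 further: luminescence tracks abundance of the self-degrading MDM2-luciferase fusion protein; higher signal means inhibition of MDM2 E3 ligase activity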
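Assay system: stable mammalian line carrying autodegrading MDM2–luciferase fusion reporter; amount: 2000 cells seeded into each well; buffer or medium: DMEM; benchmarks: plate control and blank wells; signal: luciferase luminescence; timing: 2 h compound exposure at 37 °C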
PPC-1+TRAIL kill: compounds killing PPC-1 cancer cells with TRAIL present, primary screen, TRAIL potentiator project, ATPLite luminescence, uHTS; PPC-1 cells + TRAIL, ATPLite viability luminescence; cell killing (% activity), % at 4 µM; actives 0.41% (n = 220,000); AID 1443, 2008;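 active means cell killing above 50% in the first pass at 4 µM, then a duplicate retest at 5 µM averaging 50% or more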;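 further: plate controls were cells with TRAIL plus DMSO for no effect and medium-only wells lacking cells for full effect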
TNF death inh: inhibitors of TNF-alpha triggered necroptosis, primary screen, cell-based, Jurkat FADD-/-, single concentration | actives 0.068% (n = 220,000) | activation (protection from cell death), % at 10 µM | Jurkat FADD-/- TNF necroptosis rescue, ATP luminescence, 24 h; 0 = TNF only, 100 = no-TNF cells | AID 463075, 2010;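 active means activation, meaning protection from cell death, of at least 50% relative to plate controls; inactive means activation below 50%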;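 further: necroptosis triggered by 40 ng/mL TNF-alpha added together with compound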
TRPN1 ag: zebrafish TRPN1 channel agonists, primary screen, cell-based, HEK293, calcium fluorescence. AID 1424, 2008. activation, % at 3 µM. transient receptor potential cation channel N1 (TRPN1/NompC), Danio rerio. HEK293 zebrafish TRPN1-YFP, Fluo-8 calcium fluorescence; 100% = response to 87 µM carbachol. actives 0.18% (n = 220,000);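 active means activation above its plate's cutoff, the mean activation of test wells on that plate plus 3 SD, cut at about 19% in these data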;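 further: 0% = DMSO alone and 100% = 87 µM carbachol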
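Material – zebrafish TRPN1-YFP in HEK293 cells · Doses – 3 µM single point · Schedule – dye 1 h 37 °C plus 30 min RT · Signal – Fluo-8 calcium fluorescence, excitation 470-495 nm, emission 515-575 nm · Read-out – % activation versus carbachol response · Control set – carbachol high, DMSO low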
TRPML3 agonist: human TRPML3 channel agonists, primary screen, cell-based, HEK293 TRPML3-YFP, Fluo-8 calcium fluorescence, 3 µM | Mucolipin-3 (Homo sapiens), Q8TDD5 | activation, % at 3 µM | actives 0.29% (n = 220,000) | 100% = the carbachol control signal;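 active means activation above its plate's cutoff, the mean activation of the plate's test wells plus 3 SD, cut at about 12% in these data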;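 further: 0% = DMSO only wells and 100% = carbachol wells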
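Test system: TRPML3-YFP stable HEK293 cells. Doses: single point at 3 µM. Incubation: dye loading 1 h 37 °C then 30 min ambient, 125 s read. Signal: Fluo-8 calcium dye fluorescence, ex 470-495, em 515-575 nm. Measure: percent activation from peak-to-basal fluorescence ratio, scaled between DMSO and carbachol.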
EBV gp42 inh: Epstein-Barr virus gp42 inhibitors, primary screen, biochemical, uHTS, fluorescence polarization; Glycoprotein 42 (Epstein-Barr virus (strain AG876)), Q1HVG2; Fluorescence polarization binding assay, mP read-out; inhibition, % (tested at 21.74 µM); actives 0.42% (n = 220,000); in the data active means inhibition above about 50%
Target sequence (Q1HVG2 whole entry, looked up): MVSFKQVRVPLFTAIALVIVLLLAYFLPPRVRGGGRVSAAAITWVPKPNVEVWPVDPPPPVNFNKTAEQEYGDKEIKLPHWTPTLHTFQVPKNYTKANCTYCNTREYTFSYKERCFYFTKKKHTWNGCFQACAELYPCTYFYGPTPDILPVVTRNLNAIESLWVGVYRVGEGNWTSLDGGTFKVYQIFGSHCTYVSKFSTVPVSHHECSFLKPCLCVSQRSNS
Numbers without * were called inactive; / = no result given; [ ] = remark or other dose.

mol | Runt-SMMHC FRET | CHOP inhibitor | NCF1 inh | Mdm2 ligase inh | PPC-1+TRAIL kill | TNF death inh | TRPN1 ag | TRPML3 agonist | EBV gp42 inh
O=C(CN1CCOCC1)Nc1ccc2c(c1)OC(F)(F)O2 | 0 | -4 | -3 | -9 | 26 | -0.1 | 0.8 | 0.9 | -12
CCOC(=O)C1=C(c2ccccc2)Nc2ncnn2C1c1cc(OC)ccc1OC (centres undefined) | 1 | 16 | -2 | -4 | 7 | 0.1 | -0.2 | -0.4 | -22
Cc1cc(=O)oc2c(CN3CCN(C)CC3)c(O)c(Cl)cc12 | 136* | 8 | -14 | -7 | 12 | 1.4 | -0.9 | 0.7 | -24
CCn1cc(/C=N\NC(=O)c2ccc(F)cc2)cn1 | -4 | -18 | 5 | -6 | 17 | 0.4 | 1.1 | 0.8 | -9
OC1CCCN(c2c3c(nc4cc(-c5cccc(Cl)c5)nn24)CCC3)C1 (centres undefined) | -5 | 15 | -22 | -9 | 19 | -4.3 | -0.3 | 0.3 | -8
CCCn1c(Cc2ccccc2)nnc1SCC(=O)N1CCOCC1 | -2 | -11 | -8 | -12 | 5 | 0.5 | -0.3 | 0.9 | -1
O=C(C1CC1)N1CCc2sccc2C1c1ccc(Cl)cc1 (centres undefined) | 1 | 9 | -17 | -11 | 7 | -15 | -3.3 | -1.8 | -2
COc1cc(/C=N\n2cnnc2)ccc1OCC(=O)Nc1ccc(C)cc1 | 2 | 16 | 3 | / | 0 | -1.2 | -1.4 | -0.1 | -14
Cc1ccc(S(=O)(=O)c2cc3ccccc3oc2=Nc2ccc3c(c2)OCO3)cc1 | -3 | 5 | -5 | -4 | -6 | -4.4 | 0.3 | 1.2 | -5
O=C(CCC(=O)OC(C(=O)c1ccccc1)c1ccccc1)Nc1ccccc1 (centres undefined) | -5 | 0 | -11 | -13 | 6 | 4.6 | 0.9 | 0.8 | 2
Cc1c(Cl)cccc1NC(=S)NNc1ncc(C(F)(F)F)cc1Cl | 6 | 65 | -8 | -7 | 9 | -6.9 | 5.3 | 2.2 | 1
O=C1NN(c2ccccc2)C(=O)/C1=C/c1coc2ccccc2c1=O | -1 | -10 | 18 | 0 | 4 | 1.7 | 1.3 | 0.6 | 1
CCOC(=O)c1cnc(SC)nc1Sc1ccc(Cl)cc1Cl | 1 | 21 | -14 | -8 | 10 | -0.3 | -0.8 | 1.0 | -16
CCCOC(=O)CCCC[C@H]1SC[C@@H](NC(=O)OC)[C@H]1NC(=O)OC | -1 | 26 | -16 | -3 | 12 | -2.0 | -0.6 | 0.6 | -3
Cn1ccnc1C(O)c1ccc(OCc2ccccc2)cc1 (centres undefined) | 2 | -6 | -112 | -6 | 27 | 2.9 | 0.5 | 1.1 | -5
CN1CCN(C(=O)CSc2nc(-c3cccs3)cc(-c3cccs3)c2C#N)CC1 | -2 | / | / | -3 | 2 | 1.2 | 1.3 | 0.4 | /
NCCCC[C@@H]1NC(=O)[C@H](CCC(=O)O)NC(=O)c2cc([N+](=O)[O-])cc(I)c2OCC[C@@H](C(N)=O)NC1=O | 2 | -4 | -6 | / | 19 | 0.8 | 1.1 | 1.0 | -4
Cc1c(CNCC(C)c2ccccc2)c(C(=O)O)c(C)n1Cc1ccccc1 (centres undefined) | -2 | 7 | -2 | -20 | -2 | 1.0 | -0.9 | -0.1 | 0
CCOCCCNC(=O)C(c1ccccc1)N(Cc1ccc2c(c1)OCO2)C(=O)c1ccccc1O (centres undefined) | 2 | 22 | -3 | -17 | 3 | 1.5 | -1.4 | 0.2 | -10
CCn1c(-c2cccnc2)n[nH]c1=S | 2 | 17 | -3 | -16 | 15 | -1.4 | 0.9 | 0.5 | -32

The list continues.
Each structure is followed by: Runt-SMMHC FRET | CHOP inhibitor | NCF1 inh | Mdm2 ligase inh | PPC-1+TRAIL kill | TNF death inh | TRPN1 ag | TRPML3 agonist | EBV gp42 inh
Cc1ccccc1OCC(=O)N(Cc1nc(-c2ccccc2)no1)C(C)C
→ 1 | 50 | -5 | -20 | 18 | -0.9 | -2.6 | 0.5 | -6
CCN(C(=O)c1ccccc1Cl)c1ccccc1
→ 2 | 58 | -11 | 14 | -17 | -0.3 | -0.8 | 0.3 | -14
CSc1sc(C(=O)O)c2c1C(=O)CCC2
→ -2 | 47 | -16 | -18 | 11 | 0.6 | 0.5 | 0.2 | -13
CCOC(=O)/C(C#N)=C\N(C)C
→ 0 | -28 | 40* | -14 | -12 | -2.3 | -1.0 | 0.0 | -10
COc1cc(NC(=O)CCC2CCCC2)cc(-n2cnnn2)c1
→ -3 | 24 | -8 | -1 | 11 | 1.7 | 1.5 | 0.6 | -1
CSc1nc(/C=C2\C=Nc3ccccc32)c(O)n1C
→ 4 | 14 | -6 | -3 | 23 | -1.1 | 0.6 | 0.8 | -18
Cc1nc(-c2ccccc2)sc1C(=O)O
→ -2 | -3 | -1 | -15 | 12 | 1.0 | 0.7 | -0.3 | 0
COc1ccc(/C=C/C(=O)c2ccc(C)c([N+](=O)[O-])c2)cc1O
→ -2 | -3 | -13 | -5 | 7 | -0.1 | 1.0 | 1.0 | -18
CCCOc1ccc(NC(N)=O)cc1OCCC
→ 2 | -16 | 31* | -14 | 16 | -1.2 | -0.9 | -1.1 | -6
COC(=O)c1c(NC(=O)CN2CCC3(O)CCCCC3C2c2ccc(OC)cc2OC)sc(C)c1C (centres undefined)
→ -9 | 24 | -51 | -14 | 10 | 2.0 | 0.1 | -0.5 | -12
O=C(Oc1cc2oc(=O)c3c(c2cc1Cl)CCCC3)c1cccs1
→ 133* | 8 | -16 | -5 | 18 | 0.2 | 1.4 | 0.9 | -12
CSc1ccc(C(=O)C2CCCN(C(=O)c3cccc(N4CCOCC4)c3)C2)cc1 (centres undefined)
→ 3 | 24 | 7 | 10 | 6 | 1.6 | 1.8 | 1.6 | 8
CC1=C(C)CC(C(=O)Nc2cccc(Cl)c2)C(C(=O)O)C1 (centres undefined)
→ -3 | 58 | -10 | -20 | 6 | -1.3 | -0.3 | -0.4 | -13
CO/N=C/c1ccc(Oc2ccc([N+](=O)[O-])cc2[N+](=O)[O-])c(OC)c1
→ -2 | -9 | -9 | -5 | 36 | -4.8 | -0.2 | -1.0 | -5
Cc1[nH]c2ccccc2c1SCc1nnc(SCc2ccccc2)n1C
→ 1 | 21 | -10 | -4 | 7 | 0.8 | 0.0 | -0.6 | 2
CCOC(=O)C1CCCN(Cc2cn[nH]c2-c2ccc(F)cc2F)C1 (centres undefined)
→ 0 | 12 | -6 | -5 | 11 | 0.2 | 0.8 | 0.6 | -2
O=C(c1ccc(F)cc1F)N(Cc1ccccn1)Cc1ccco1
→ 4 | 21 | -9 | 7 | 10 | -0.8 | 0.2 | -0.4 | -1
Cn1c(=O)c2nc3ccccc3nc2n(C)c1=O
→ 63* | 2 | -14 | 10 | 12 | -0.7 | 0.0 | 1.1 | 1
Cc1cc(C)nc(NC(=O)CSc2nn(C)c(=S)s2)n1
→ 4 | -8 | -5 | -1 | 5 | 1.2 | 0.9 | 1.0 | -30
Cc1ccc(SCCC(=O)NCC2CCCO2)cc1 (centres undefined)
→ -20 | 20 | -6 | -2 | -9 | -0.6 | 0.0 | 0.7 | -13
c1ccc(-n2nnc3cnccc32)cc1
→ 4 | -13 | -10 | -21 | 20 | -14 | 0.6 | 0.9 | -3
O=C(CSc1nnc(CNc2ccc(F)cc2)n1-c1ccccc1)N1CCOCC1
→ -3 | 10 | -8 | -5 | 21 | 0.1 | 0.1 | 0.8 | -1
CCOC(=O)c1cccc(NC2c3ccccc3C(=O)N2Cc2ccco2)c1 (centres undefined)
→ -2 | 48 | -14 | -1 | -10 | -1.7 | -2.8 | -1.8 | -11
CCC(=O)Nc1ccc(NC(=O)c2ccc3c(c2)OCO3)cc1
→ 2 | 52 | -5 | -10 | 14 | -2.1 | 0.1 | 0.9 | -2
CC(Oc1cccc(Cl)c1)C(=O)Nc1cc(=O)n(C)c(=O)n1C (centres undefined)
→ 0 | 60 | -11 | -16 | 2[5 µM] | -0.4 | -1.0 | -0.7 | -13
CCC1SC(CC)C(=O)N(CC(=O)Nc2ccc3c(c2)OCO3)C1=O (centres undefined)
→ 2 | 8 | 0 | -10 | -15 | 1.1 | 4.2 | 0.2 | -4
CC(C)(C)C(=O)NC(=S)Nc1cc(C(F)(F)F)ccc1N1CCOCC1
→ 6 | 47 | -13 | -16 | -12 | 2.2 | -1.2 | 0.0 | -8
N#Cc1cc(O)c(-n2nnc3ccccc32)cc1C#N
→ -5 | -15 | -18 | -12 | 4 | 0.1 | 0.6 | 0.5 | -7
C/[N+]([O-])=C\C1C(=O)CCCC1=O
→ 0 | 6 | -9 | -6 | 12 | -0.2 | 0.0 | 1.0 | -1
CCCCS(=O)CC(COCc1ccccc1)OC(=O)CSc1nc(C)cc(C)n1 (centres undefined)
→ 2 | -13 | -4 | -23 | 14 | 0.6 | 0.4 | -0.7 | 0
O=C1CC[C@@H](C(=O)N2CSC[C@H]2C(=O)O)N1
→ -3 | 7 | -15 | / | 4 | / | 0.6 | 0.7 | -9
Cc1cc(=O)n2nc(N3CCCC(C(=O)NCc4ccco4)C3)sc2n1 (centres undefined)
→ 1 | 29 | -12 | -18 | -17 | 0.3 | 3.1 | 1.6 | -12
CC1CCCN(S(=O)(=O)c2ccc(C(=O)Nc3nnc(-c4ccccc4Cl)o3)cc2)C1 (centres undefined)
→ 2 | 98* | 2 | -5 | -6 | -6.2 | -0.9 | -0.1 | 1
COc1cc(C2=NOC(C(=O)N3CCCc4ccccc43)C2)cc(OC)c1OC (centres undefined)
→ 2 | 0 | 8 | 11 | -2 | -0.7 | 1.4 | 0.3 | 14
